# Screening results deposited in PubChem BioAssay by several laboratories.
# KCNK3 block – human KCNK3 channel inhibition, primary screen. B-score at 10 µM. AID 602410. 0.84% of 340,000 active. CHO-KCNK3 thallium flux, FluxOR fluorescence; stronger effect = lower value. O14649;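 active means B-score under library mean minus 4 SD, starting fluorescence ratio at most library mean plus 5 SD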;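 further: more negative B-score means stronger inhibition of thallium flux through KCNK3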
# Target sequence (O14649 whole entry, looked up): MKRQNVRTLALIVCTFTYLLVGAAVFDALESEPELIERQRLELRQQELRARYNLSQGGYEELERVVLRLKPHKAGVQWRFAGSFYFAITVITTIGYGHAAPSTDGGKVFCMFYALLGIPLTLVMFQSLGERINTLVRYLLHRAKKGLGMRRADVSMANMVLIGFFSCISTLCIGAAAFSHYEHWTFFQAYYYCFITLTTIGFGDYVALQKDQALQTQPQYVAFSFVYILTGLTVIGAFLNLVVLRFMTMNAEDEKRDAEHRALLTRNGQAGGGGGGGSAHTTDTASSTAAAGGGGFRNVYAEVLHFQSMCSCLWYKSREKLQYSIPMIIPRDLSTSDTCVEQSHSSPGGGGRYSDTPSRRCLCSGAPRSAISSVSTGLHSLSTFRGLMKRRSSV
# KCNQ1 inh – blocks the human KCNQ1 potassium channel. P51787. CHO-K1 KCNQ1, FluxOR thallium flux fluorescence; stronger effect = higher value. B-score at 10 µM. 1.3% of 310,000 active;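 active means compounds whose thallium flux B-score, printed positive for inhibition, exceeds three library SD while starting fluorescence stays within three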;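 further: channel opened by potassium depolarization with thallium stimulus after 20 min compound exposure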
# KCNK9 inh – human KCNK9 channel inhibition; 1.2% of 310,000 active; Q9NPC2; HEK293 KCNK9, FluxOR thallium flux fluorescence; stronger effect = lower value; AID 488922; B-score at 10 µM;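 active means ratio B-score over 3 SD below the library mean, with starting fluorescence within 5 SD of its mean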;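 further: negative B-score means less thallium flux so channel inhibition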
# RGS4 block – inhibitors of human RGS4 | B-score at 10 µM | HEK293 M3R/RGS4 inducible, Fluo-4 calcium flux; stronger effect = higher value; triggered by carbachol at its EC20 | 0.45% of 310,000 active | AID 463165;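 active means B-score, a plate-corrected calcium signal, over three deviations above library mean, with baseline fluorescence within five deviations of library mean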;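 further: RGS4 expression induced by doxycycline in cells with stable M3 receptor; B-score is computed from the integrated fluorescence ratio over baseline after carbachol; higher B-score means a larger calcium signal and so more RGS4 inhibition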
# Target sequence (P49798 whole entry, looked up): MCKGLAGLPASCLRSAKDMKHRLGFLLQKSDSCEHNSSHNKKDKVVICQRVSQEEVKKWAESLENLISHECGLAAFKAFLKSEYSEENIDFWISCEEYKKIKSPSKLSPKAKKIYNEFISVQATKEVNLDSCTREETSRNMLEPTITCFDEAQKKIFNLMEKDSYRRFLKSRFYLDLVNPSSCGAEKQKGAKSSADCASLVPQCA
# GSK3 alpha inh – inhibitors of human GSK-3 alpha kinase; AID 2650; ADP-Glo luminescence, 60 min; P49840; 0.1% of 320,000 active; inhibition, % at 10 µM;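 in the data active means inhibition above about 50%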;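 further: GST-tagged GSK-3 alpha with peptide substrate and 25 µM ATP; 0% = DMSO neutral wells and 100% = GW8510 positive control wells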
# RGS4 pot – RGS4 potentiation or activation. HEK293 M3R/inducible RGS4, carbachol calcium flux Fluo4; stronger effect = lower value. B-score at 10 µM. AID 463111. 0.92% of 310,000 active;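 active means B-score of the integrated calcium signal more than 4 SD below the library mean, with starting fluorescence not abnormally high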;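 further: negative B-score means reduced calcium response which marks RGS4 activation or potentiation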
#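 System: HEK293 FlpIn-TREx cells, stable M3R, doxycycline-inducible RGS4. Timing: overnight RGS4 induction, 30 min dye load 37 °C, 20 min compound RT. Also added: carbachol, ECmax concentration. Measured by: Fluo4 fluorescence kinetic imaging of calcium. Evaluation: integrated calcium ratio converted to B score.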
# hERG protect – shields human hERG channel from block by proarrhythmic agents | Q12809 | CHO-hERG, FluxOR thallium flux, dofetilide IC70 present | activation (rescue from dofetilide block), less the hit threshold, % at 10 µM | 0.51% of 310,000 active;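 active means activation above the mean of controls blocked by dofetilide plus 5 SD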;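 further: thallium influx through hERG after potassium depolarization seen as dye fluorescence rise; in these data hits start at about 4.7%; inactives centre near -7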
# Dyrk1A ADPGlo – Dyrk1A (rat) kinase inhibition. Q63470. ADP-Glo luminescence, NFATc1 peptide. inhibition, % at 12.5 µM. 0.43% of 310,000 active. AID 504441; in the data active means inhibition above about 50%;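 further: plate controls were vehicle with enzyme for no effect and no enzyme for full effect; many of its hits are not listed in these tables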
# KCNQ1 pot – potentiates or activates the human KCNQ1 potassium channel | P51787 | CHO-K1 KCNQ1, thallium flux FluxOR fluorescence; stronger effect = higher value | B-score at 10 µM | 0.35% of 310,000 active;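 active means fluorescence ratio B-score, a plate-corrected score, at least three library SD, with initial intensity B-score within 5 SD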
#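 System: Stable KCNQ1 CHO-K1 line | Incubation: 90 min dye loading and 20 min compound exposure, both at room temperature | Measure: Ratio B score | Medium: Assay buffer for compound exposure, DMSO matched across wells | Compound dosing: Single-concentration screen | Probe or stimulus: K+/Tl+ depolarizing stimulus | Measured by: Kinetic FluxOR fluorescence, 10 s baseline plus 110 s post-stimulus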
# GSK3B inh – inhibitors of human GSK3beta kinase. 0.038% of 300,000 active. GST-GSK3beta kinase, ADP-Glo luminescence, 60 min; stronger effect = lower value. activity score (negative = inhibition), % at 10 µM;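 active means more than half of replicate wells score below -50%, meaning over 50% inhibition versus plate controls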;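 further: 0% = median DMSO wells and -100% = median GW8510 positive control wells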
# Target sequence (P49841 whole entry, looked up): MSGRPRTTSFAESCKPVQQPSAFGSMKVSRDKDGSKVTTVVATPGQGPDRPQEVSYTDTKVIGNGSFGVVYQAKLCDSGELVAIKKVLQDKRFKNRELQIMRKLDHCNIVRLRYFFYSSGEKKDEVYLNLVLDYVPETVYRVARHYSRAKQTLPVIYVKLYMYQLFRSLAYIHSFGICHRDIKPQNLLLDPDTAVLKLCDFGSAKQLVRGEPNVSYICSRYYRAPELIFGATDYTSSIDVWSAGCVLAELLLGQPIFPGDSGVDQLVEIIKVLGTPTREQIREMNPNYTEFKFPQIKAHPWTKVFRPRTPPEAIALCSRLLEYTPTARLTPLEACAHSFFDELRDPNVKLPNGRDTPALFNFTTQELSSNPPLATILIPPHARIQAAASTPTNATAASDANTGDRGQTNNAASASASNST
#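 Test system: GST-fused GSK3beta enzyme, cell-free | Quantity: 1.6 ng GST-GSK3beta enzyme per well | Reagent: 25 µM ATP with peptide substrate | Schedule: 60 min enzyme reaction, room temperature | Signal: Luminescent ADP-Glo measurement of ADP formed | Read-out basis: Score relative to plate controls | Control set: DMSO and 20 µM GW8510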
# PolyA inh – inhibitors of polyadenylation in S. cerevisiae; S. cerevisiae SKY197-pL101 polyadenylation reporter, beta-gal luminescence; efflux-impaired pdr1/pdr3 knockout yeast; score 100 = 6 SD above DMSO; calls only at 12 µM; 0.02% of 300,000 active;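 active means lowest replicate activity score at least 50, where 100 means six control SD above control mean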;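 further: yeast exposed to compound for 9 h at 30 °C; higher score means more reporter readthrough which indicates perturbed polyadenylation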
# Numbers without * were called inactive; i = inactive; · = no result given. Not all compounds are listed; rates above refer to the full screens.
# Sequence of screens: KCNK3 block	KCNQ1 inh	KCNK9 inh	RGS4 block	GSK3 alpha inh	RGS4 pot	hERG protect	Dyrk1A ADPGlo	KCNQ1 pot	GSK3B inh	PolyA inh
CCOC(=O)C1(CCCc2ccccc2)CCN(C(=O)Cn2nc(C)nc2C)CC1
  i	i	i	i	-1	i	-10	2	i	2	i
Cc1c(Cl)c(C(=O)NNC(=S)Nc2ccc(F)cc2)nn1C
  i	i	i	i	-9	i	-11	-1	i	0	i
Cc1ccc(CN2CCN(c3cccc4[nH]ccc34)CC2)cc1
  i	i	i	i	-2	i	-4	3	i	-2	i
COc1cc(C(=O)OCC(=O)NC2CCCCCC2)ccc1OCC(C)C
  i	i	i	i	-3	i	-11	·	i	-2	i
CCOC(=O)C1(CCOc2ccccc2)CCN(Cc2cccn2-c2ncccn2)CC1
  i	i	i	i	1	-8.1*	-20	-4	i	-2	i
COc1ccc(S(=O)(=O)N2CCC(C(=O)NCc3ccccn3)CC2)cc1Cl
  i	i	i	i	-5	i	-7	2	i	3	i
Cc1ccc(CSCc2nnc(SCC(=O)N3CCN(c4ccccc4)CC3)n2C)cc1
  i	i	i	i	-3	i	-7	6	i	-1	i
COc1ccc(S(=O)(=O)Nc2nnc(C)s2)cc1
  i	i	i	i	1	i	-7	-1	i	2	i
OC(COCc1cccs1)CN1CCN(c2cccc(Cl)c2)CC1 (stereo not given)
  i	i	i	i	-5	i	-15	5	i	1	i
O=C(NCc1ccc(-n2cccc2)cc1)c1cccc(F)c1
  i	i	i	i	-1	i	-12	·	i	2	i
O=S(=O)(c1ccccc1)N1CCN=C1SCc1c(F)cccc1Cl
  -11*	i	i	i	-1	i	-19	-3	i	-4	i
COc1cc(-c2nc3c[n+](CC(=O)c4ccccc4)ccc3n2C)cc(OC)c1OC
  i	i	i	i	-1	i	-4	2	i	3	i
O=C(CSc1cccc(C(F)(F)F)c1)NCc1ccccc1
  i	i	i	i	·	i	0	-2	i	2	i
CC(C)Nc1oc(-c2cccc3ccccc23)nc1C#N
  i	i	i	i	3	i	-3	2	i	2	i
O=C(CN(C(=O)CCC(=O)Nc1nccs1)c1ccc2c(c1)OCCO2)NCc1ccco1
  i	i	i	i	-1	i	-12	-4	i	2	i
O=C(CCN1C(=O)/C(=C/c2ccccc2)SC1=S)NCCc1ccc(O)cc1
  i	i	i	i	0	i	-13	·	i	0	i
O=C(Nc1ccc(Br)cc1)c1cccc(S(=O)(=O)Nc2ccccn2)c1
  i	i	i	i	-2	i	-8	-3	i	1	i
O=C1CN(CC(=O)NC2CCCc3ccccc32)CCN1 (stereo not given)
  i	i	i	i	-2	i	-2	0	i	0	i
COc1ccccc1N1CCN(C(=O)c2ccc(COc3cccc4c3OC(C)(C)C4)cc2)CC1
  i	i	i	i	-1	i	-19	-1	i	2	i
O=C(/C(=C(\[O-])c1ccccc1)[n+]1ccc2ccccc2c1)c1ccccc1
  i	i	i	i	1	i	-10	2	i	2	i

# Continuation:
# Sequence of screens: KCNK3 block	KCNQ1 inh	KCNK9 inh	RGS4 block	GSK3 alpha inh	RGS4 pot	hERG protect	Dyrk1A ADPGlo	KCNQ1 pot	GSK3B inh	PolyA inh
CN(C)c1cccc(C(=O)OCC(=O)NCC2CCCO2)c1 (stereo not given)
  i	i	i	i	-2	i	-6	-11	i	2	i
COc1cc(CNC2CCCC2)cc(Cl)c1OCc1ccc(F)cc1
  i	i	i	i	5	i	-19	6	i	5	i
CC1=NN(c2ccc(C(=O)O)cc2)C(=O)CC1
  i	i	i	i	5	i	-12	3	i	3	i
Cc1nn(Cc2ccc(Cl)cc2Cl)c(C)c1NC(=O)CCl
  i	i	i	i	1	i	-9	0	i	1	i
COc1ccccc1CNC(=O)CCNS(=O)(=O)c1ccc2[nH]c(=O)oc2c1
  i	i	i	i	-1	i	-4	1	i	3	i
Cc1cccc(-n2cc(CNCCc3nc(C)cc(C)n3)c(-c3cccc(F)c3)n2)c1
  i	i	i	i	0	i	-14	-4	i	1	i
CC[C@H](C)[C@H](NC(N)=O)C(=O)Nc1ccc(OC)c(Cl)c1
  i	i	i	i	-11	i	1	2	i	1	i
CCOC(=O)COc1cc2c3c(c(=O)oc2cc1C)CCCC3
  i	i	i	i	-1	i	-12	4	i	1	i
Cc1ccc(OCc2cc(C(=O)N3CCC(Oc4cccnc4)CC3)no2)cc1C
  i	7*	i	i	-1	i	-13	2	i	-1	i
CCOC(=O)c1c(NC(=O)CSc2nnnn2C)sc(C(=O)N(C)C)c1C
  i	i	i	i	-2	i	-4	5	i	3	i
COc1ccc(NC(=O)C2CCC(C(C)(C)C)CC2)cc1S(=O)(=O)N1CCCCC1 (stereo not given)
  i	i	i	i	-1	i	-8	-3	i	2	i
COc1ccc(OC)c(C(=O)COC(=O)c2cccnc2Cl)c1
  i	i	i	i	-1	i	-13	-8	i	6	i
Cc1cc(C(C)(C)C)oc1C(=O)N(CC(=O)NC1CCCC1)c1cccc(C(F)(F)F)c1
  -9*	i	-8*	i	0	i	0	-6	i	0	i
Cc1cc2cc(CCNC(=O)CCc3ccccc3)c(=O)[nH]c2cc1C
  i	i	i	i	-2	i	-5	-2	i	2	i
COc1ccc(S(=O)(=O)Nc2ccc(Oc3ncccn3)c(Cl)c2)cc1
  i	i	i	i	-1	i	-4	-1	i	0	i
COc1cc(OC)cc(C(=O)Nc2nnc(SCC(=O)NCc3ccco3)s2)c1
  i	i	i	i	-3	i	-10	9	i	1	i
COc1cc(-c2nc(-c3ccccc3)c(-c3ccc(F)cc3)[nH]2)cc2c1OCO2
  i	i	i	i	-3	i	-5	-3	i	1	i
Cc1ccc(NC(=O)C2=CCN(S(=O)(=O)c3ccc(F)cc3)CC2)c(C)c1
  i	i	i	i	-3	i	1	8	i	3	i
COc1ccc(S(=O)(=O)Cc2ccc(C(=O)NCCCN(C)c3ccccc3)o2)cc1
  i	i	i	i	0	i	-11	-6	i	2	i
O=C(O)CCC(=O)Nc1ccc(C(=O)OC2CCCCC2)cc1
  i	i	i	i	-1	i	-7	-2	i	3	i

# Additional records:
# Sequence of screens: KCNK3 block	KCNQ1 inh	KCNK9 inh	RGS4 block	GSK3 alpha inh	RGS4 pot	hERG protect	Dyrk1A ADPGlo	KCNQ1 pot	GSK3B inh	PolyA inh
O=C1OCCC1Sc1nnc(-c2ccc(Cl)cc2)n1Cc1ccccc1 (stereo not given)
  i	i	i	i	-1	i	-10	-9	i	2	i
COc1ccccc1CNN
  i	i	i	i	-5	i	-10	-6	i	-2	i
CCOCCCNS(=O)(=O)Cc1ccccc1
  i	i	i	i	-1	i	-13	-3	i	0	i
CCOC(CCn1c(SCC(=O)Nc2cc(C)on2)nc2ccccc2c1=O)OCC
  i	i	i	i	-1	i	-5	20	i	3	i
CCCCN(C)CCn1c(=S)[nH]c2cc(OCC)c(OCC)cc2c1=O
  i	i	i	i	0	i	-4	·	i	-7	i
CCC(=O)NC(Cc1ccccc1)c1nc2ccccc2[nH]1 (stereo not given)
  i	i	i	i	-4	i	-3	-2	i	-1	i
CCc1cc([N+](=O)[O-])cc(CC)c1N
  i	i	i	i	-1	i	-7	70*	i	3	i
COC(=O)C1=C(C)Nc2sc(C(N)=O)c(N)c2C1c1ccncc1 (stereo not given)
  i	i	i	i	17	i	-4	6	i	2	i
O=C(/C=C/c1ccccc1)N(Cc1cccs1)C1CCS(=O)(=O)C1 (stereo not given)
  i	i	i	i	2	i	-7	4	i	2	i
Cc1cccc(C)c1NC(=O)CSc1nc(-c2ccco2)cc(C(F)(F)F)n1
  i	i	i	i	1	i	-7	1	i	1	i
Cc1ccc(N2CCN(S(=O)(=O)c3c(C)noc3C)CC2C)cc1 (stereo not given)
  i	i	i	i	4	i	-2	-6	i	3	i
CSc1ccc(CCNS(=O)(=O)c2csc(C(N)=O)c2)cc1
  i	i	i	i	-34	i	-5	-3	i	0	i
CCCCN=C(N)/C(C(=O)OCC)=C(\O)c1ccc(OC)cc1
  i	i	i	i	3	i	-10	4	i	-4	i
Cc1cccc(/C=N\NC(=O)c2sccc2-n2cccc2)c1
  i	i	i	i	-4	i	-7	-10	i	0	i
CCOc1c(C=C(C#N)C#N)c2ccccc2n1CC
  i	i	i	i	-1	i	-2	3	i	-1	i
Cc1cc(C)n2ncc(C(=O)NC3CCCCC3)c2n1
  i	i	i	i	5	i	-6	-7	i	2	i
CCOC(=O)C1(CCCc2ccccc2)CCN(C(=O)CCc2cnn(C)c2)CC1
  i	i	i	i	-1	i	-8	1	i	-1	i
CC(=O)Nc1cccc(NC(=O)CCNC(=O)c2ccccc2)c1
  i	i	i	i	-1	i	-7	0	i	8	i
Cc1nn(-c2ccccc2)c(C)c1C(=O)OCc1ccc(C#N)cc1
  i	i	i	i	-2	i	-2	1	i	1	i
Cc1ccc(CONC(=O)c2ccc(OC(F)F)cc2)cc1
  i	i	i	i	-3	i	-6	·	i	1	i

# Following part.
# Sequence of screens: KCNK3 block	KCNQ1 inh	KCNK9 inh	RGS4 block	GSK3 alpha inh	RGS4 pot	hERG protect	Dyrk1A ADPGlo	KCNQ1 pot	GSK3B inh	PolyA inh
COC(=O)C1=C(C)OC(N)=C(C#N)C1c1cccnc1 (stereo not given)
  i	i	i	i	1	i	-2	16	i	1	i
O=C(Nc1ccc(Cl)cc1)C(c1ccccc1)N1CCOCC1 (stereo not given)
  i	i	i	i	4	i	-2	1	i	0	i
COc1ccc(C(=O)Nc2ccccc2)cc1S(=O)(=O)NCc1ccco1
  i	i	i	i	-2	i	-3	1	i	-4	i
Cc1cc(=O)oc2c1c(C)nn2-c1ccc(Cl)cc1
  i	i	i	i	-1	i	-2	-1	i	0	i
COc1cccc(C(=O)Nc2ccc3c(c2)C(=O)N(CC2CCCO2)C3=O)c1 (stereo not given)
  i	i	i	i	-1	i	-18	3	i	-23	i
CC1=C(C#N)C(c2cccnc2)C2=C(N1)c1ccccc1C2=O (stereo not given)
  i	i	i	i	1	i	-6	1	i	0	i
